High-throughput results (PubChem BioAssay)
PERK inhibitor: human PERK inhibition, primary cell-based screen; Q9NZJ5; CHO PERK-DD fusion, SEAP luminescence translation reporter; inhibition, % at 5.6 µM; 220,000 compounds, 0.17% hits; AID 1416;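 active = inhibition above the mean inhibition of all tested compounds plus 3 SD, set separately per screening campaign, cut at about 2.9% in these data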;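 also: PERK kinase domain activated by AP20187 dimerizer at 100 nM; 0% = DMSO with dimerizer and 100% = rapamycin at 8.4 µM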
zVAD death inh: L929 zVAD cell death inhibition | L929 zVAD necroptosis rescue, ATP luminescence, 24 h; with zVAD 60 µM | viability rescue, % at 10 µM | 220,000 compounds, 0.38% hits | AID 1377;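 active = activation, scaled between plate controls, above about 75%, limit read from the data; inactive = activation under that limit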;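 also: 0% = zVAD with DMSO and 100% = DMSO alone without zVAD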
TNF necrop inh: blocks TNF-alpha induced death of Jurkat FADD-/- cells; Jurkat FADD-/- TNF necroptosis rescue, ATP luminescence, 24 h; 0 = TNF only, 100 = no-TNF cells; activation (protection from cell death), % at 10 µM; 220,000 compounds, 0.068% hits;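 active = activation, meaning protection from cell death, of at least 50% relative to plate controls; inactive = activation below 50%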;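 also: necroptosis triggered by 40 ng/mL TNF-alpha added together with compound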
eIF4E 4G PPI: eIF4E/eIF4G interaction inhibition in translation initiation; P63073+Q04637; TR-FRET eIF4E-eIF4GI(517-606) binding, 2 h; inhibition, % at 21.7 µM; 220,000 compounds, 0.37% hits; AID 782;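 active = inhibition above about 30%, limit read from the data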;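 also: 0% = full FRET control wells and 100% = background wells lacking eIF4GI fragment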
KCC2 mod: KCC2 (human) Cl- transport modulation; 190,000 compounds, 2.2% hits; KCC2 cells, thallium flux FluoZin-2 fluorescence; B-score of Tl+ flux slope (higher = more flux/activation; lower = inhibition) at 10 µM; AID 1456; Q9H2X9;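 active = thallium flux slope and its plate-corrected score both differing from the plate sample mean at a set confidence after two filtering rounds, in either direction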;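 also: slope of fluorescence scaled to starting intensity during 10 to 20 s after thallium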
Calpain2 inh: blocks pig calpain II enzyme activity; purified calpain II, fluorogenic peptide substrate, 30 min; inhibition, % at 16 µM; 220,000 compounds, 0.37% hits;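 active = inhibition above about 50%, limit read from the data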
MDM2 E3 inh: blocks human Mdm2 ubiquitin ligase activity. Q00987. cell-based MDM2 ubiquitination luciferase reporter, 2 h; 0 = plate control, 100 = twice control, blank-subtracted. signal enhancement, % at 5 µM. 210,000 compounds, 0.11% hits. AID 1230;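 active = signal enhancement of 30% or more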;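 also: luminescence tracks abundance of the self-degrading MDM2-luciferase fusion protein; higher signal means inhibition of MDM2 E3 ligase activity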
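System: stable MDM2–luciferase fusion reporter cells / Input: 2000 cells seeded into each well / Schedule: 4 h settle plus 2 h compound, 37 °C / Compound: single-point 5 µM / Buffer or medium: cells held in DMEM / Benchmarks: control and blank well means / Evaluation: percent signal gain over controls, blank-subtracted / Measured by: luciferase luminescence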
Rad51 HR inh: blocks human Rad51 in homologous recombination; hRad51 DNA strand exchange, fluorescence dequenching; inhibition, % at 10 µM; 200,000 compounds, 0.085% hits; AID 1385; Q06609;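 active = inhibition above 40% at the single screening dose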;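 also: 0% = DMSO control wells and 100% = blanks with heterologous ssDNA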
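Test system: preformed human Rad51 ssDNA filaments; also added: Donor/quencher-labelled 47-bp dsDNA substrate; doses: 10 µM final, single point; times: 37 °C 15-min filament assembly, 30-min compound preincubation, 15-min exchange; detection: FRET fluorescence dequenching, excitation 485 nm, emission 520 nm; read-out basis: Fluorescence-based percent inhibition, control- and blank-normalised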
EBV gp42 block: blocks Epstein-Barr virus glycoprotein 42 binding; 220,000 compounds, 0.42% hits; inhibition, % (tested at 21.74 µM); Fluorescence polarization binding assay, mP read-out; Q1HVG2; AID 1085; in the data active = inhibition above about 50%
The depositor's hits bear a star; i = inactive; · = not tested or not shown; [ ] = dose if it differs, or a comment.

SMILES	PERK inhibitor	zVAD death inh	TNF necrop inh	eIF4E 4G PPI	KCC2 mod	Calpain2 inh	MDM2 E3 inh	Rad51 HR inh	EBV gp42 block
CCC1(C)NC(=O)N(CC(=O)Nc2sc3c(c2C(N)=O)CCC3)C1=O (centres undefined)	-0.3	0.7	0.2	2	0.5	-54	-14	-8	10
CN(C)S(=O)(=O)c1ccc(N=Cc2c(C(F)(F)F)[nH][nH]c2=O)cc1	0.0	2.8	1.3	-3	1	-21	2	-2	-15
Cc1cc(Nc2cccc(F)c2)n2ncnc2n1	0.5	·	-0.5	3[fluorescence artefact?]	0.017	-9	·	·	-5
Cc1ncsc1C(=O)N1N=C2/C(=C/c3ccccc3)CCCC2C1c1ccccc1 (centres undefined)	-0.6	-0.1	-5.8	-13	·	-77	-9	·	-4
COc1cccc(/C=N/NC(=O)CN(C2=NS(=O)(=O)c3ccccc32)c2ccccc2)c1	0.3	0.7	3.0	-8	-1.9	-1	-14	·	-7
O=C1NC2C(NC(=O)N2C2CCCCC2)N1C1CCCCC1 (centres undefined)	1.7	0.1	-2.1	1	-0.31	0	1	-5	-14
CCN(CC)S(=O)(=O)c1ccc(C(=O)OCC(=O)NCCN2C(=O)CSC2=O)cc1	1.2	1.7	0.4	-1	0.69	-18	2	3	-5
COc1ccc(-c2csc(/C(C#N)=C/Nc3cc4oc5ccccc5c4cc3OC)n2)cc1	1.2	0.1	0.3	-6	0.91	-54	-1	0	18
Cc1cc2cc(CNC(=S)Nc3ccc(OC(F)F)cc3)ccc2n1C	0.2	·	-1.0	0	1.3	-14	·	·	-3
c1ccc(-c2noc(COc3ccc4c(c3)OCO4)n2)cc1	1.8	-0.2	-1.9	2	·	-16	0	5	-7
Cc1ccc(-c2[nH]ncc2/C=C(\C#N)C(=O)NC2CCCCC2)cc1	-1.5	-0.3	-4.0	4[fluorescence artefact?]	-0.77	25	-13	-3	-33
CNC(=S)Nn1cnc2ccccc21	1.2	-0.2	-1.0	-13	-0.035	-24	·	3	-22
CCc1ccccc1NC(=O)CC1S/C(=N\c2nccs2)N(CC)C1=O (centres undefined)	-0.5	2.2	2.6	-2	0.66	-5	-1	5	0
COc1ccc(/C=N/NC(=O)C(=O)NCc2cccnc2)cc1OC	0.3	1.4	-6.7	2[fluorescence artefact?]	-0.27	9	-11	-13	-8
CC(=O)NC(C)C12CC3CC(CC(C(=O)O)(C3)C1)C2 (centres undefined)	0.4	-0.3	-1.3	3	·	-4	-3	6	-16
COc1ccc2c(c1)sc(N)[n+]2Cc1cc(C)cc2cccnc12	-1.4	-1.0	-1.4	2	-0.87	18	-9	-7	-11
CS(=O)(=O)c1ccccc1C(=O)Nc1nc2ccccc2[nH]1	1.7	-0.3	1.6	1	-0.0072	12	-12	-21	-14
CCOC(=O)C(NC(C)=O)(Nc1ccc(S(=O)(=O)Nc2ccncn2)cc1)C(F)(F)F (centres undefined)	1.2	0.3	-1.8	1	-0.16	-23	2	-6	-21
S=c1[nH]nc(COc2ccc(Cl)cc2)n1Cc1ccco1	0.1	-0.5	0.0	1	10*	18	-22	-11	0
O=C(Nc1ccccc1)C1=C[C@H](C2CC2)C[C@H](OCCCCO)O1	1.9	-0.5	1.2	0	0.39	10	·	1	-11

Records listed so far shown as hits in KCC2 mod.
| SMILES | PERK inhibitor | eIF4E 4G PPI | KCC2 mod | Calpain2 inh | EBV gp42 block |
| --- | --- | --- | --- | --- | --- |
| S=c1[nH]nc(COc2ccc(Cl)cc2)n1Cc1ccco1 | 0.1 | 1 | 10* | 18 | 0 |

Continued:
SMILES	PERK inhibitor	zVAD death inh	TNF necrop inh	eIF4E 4G PPI	KCC2 mod	Calpain2 inh	MDM2 E3 inh	Rad51 HR inh	EBV gp42 block
COc1cc2c(cc1OC)C(=O)Cc1ccc3c(c1CN(C)CC2)OCO3	1.4	-0.1	0.8	-1	0.088	-7	-2	7	-9
O=C(CN1CCN(c2ncccn2)CC1)N1CCCC1	1.1	3.5	0.1	-1	0.74	-25	-2	0	-5
Cc1cccc(NC(=S)N(Cc2cccc(Br)c2)CC2CCC(C(=O)O)CC2)c1 (centres undefined)	0.3	1.7	1.9	4	0.57	-51	-6	5	-2
Cc1ccc(-c2nc(CSc3nc4ccccc4c(=O)n3CCO)cs2)cc1	0.6	4.4	2.6	0	0.52	11	4	-2	-16
Cc1cc(C)c2c(CN3CCN(C/C=C/c4ccccc4)CC3)cc(=O)oc2c1	-1.6	1.1	-3.9	2	0.087	-7	-21	-5	16
CCOC(=O)CSc1nnc(CNC(=O)c2ccc([N+](=O)[O-])cc2)n1C	0.4	-0.5	-0.4	1	·	2	-6	·	-3
Cc1cccc(Nc2nc(N)nc(CCl)n2)c1	-1.3	-0.9	-29	0	-0.14	6	-13	-27	-5
CCCCNC(=O)CCn1c(=S)[nH]c2cc3c(cc2c1=O)OCO3	1.5	0.1	-3.1	4	·	-17	-8	8	-20
Cc1cc(C(=O)CSc2nnc(-c3cccnc3)n2-c2ccccc2F)c(C)n1C	-1.5	-0.2	-10.0	-8	-0.59	-11	-26	-8	-26
CCOc1c2ccc(C(=O)NCCCCc3ccccc3)cc2nn1CC	0.7	0.6	0.1	2	-0.013	i	-12	1	-13
COCc1ccc([C@@H]2C[C@H]3CN(Cc4cccnc4)C(=O)[C@]34CCCN24)o1	-0.1	0.2	-0.1	-1	-0.015	-3	-3	8	-1
CCC1(CC)NC(=S)N(Nc2ccccc2)C1=O	0.1	-0.3	1.0	-7	1.3	-12	-8	1	-9
COCCNC(=O)c1cccc(C)c1[N+](=O)[O-]	0.3	1.0	2.5	2	0.68	4	6	-2	-17
CC(=O)c1cccc(NC(=O)NC2CC3CCCC(C2)N3CC(C)C)c1 (centres undefined)	-0.1	0.3	-0.1	9	0.065	-18	6	-1	-7
COc1cccc(OCCCCCCN2CCOCC2)c1	-0.6	-0.2	-0.9	-2	0.015	-9	-4	6	-19
CCCS(=O)(=O)N1CCC(C(=O)NCCCOC)CC1	0.5	0.7	-1.8	8	0.22	-2	-16	-2	-10
CC1CCCN(CCOCCSc2ccccc2)C1 (centres undefined)	-0.1	-0.9	3.1	0	0.054	13	-10	5	-5
CCc1ccc(OCC(=O)N/N=C/c2cc([N+](=O)[O-])ccc2N2CCCCCC2)cc1	-0.2	0.9	1.0	2	1.2	-10	-7	5	-22
Cn1c(CN2CCCCC2)nc2cc(NC(=O)c3cccc(Br)c3)ccc21	-1.1	0.5	-7.6	-5	0.055	-36	-22	-4	-24
COc1ccc(C(=O)N2CC3(C)CC2CC(C)(C)C3)cc1OC (centres undefined)	0.2	-0.7	-0.6	-2	-1.1	26	-7	-2	-9
CC(=O)Nc1ccc(Oc2cc(C#N)c(C#N)cc2N2CCOCC2)cc1	-0.7	-0.2	0.2	-6	0.043	-3	-30	-4	-11
CN1C(=O)CSc2ccc(C(=O)O)cc21	1.9	0.9	0.1	4	-0.0022	-3	-12	-4	-20
CCN(C(=O)COC(=O)c1cc(S(=O)(=O)N2CCc3ccccc32)ccc1OC)C1CCS(=O)(=O)C1 (centres undefined)	1.3	0.9	2.4	2	-0.38	-4	-6	0	-7
CCCCCCC(=O)N=Nc1c(O)[nH]c2ccc([N+](=O)[O-])cc12	0.0	0.3	-1.3	0	-1.2	4	-16	2	-3
COC/C=C/C1=CC2=CC(=O)C(C)(OC(=O)c3cnc4ccccc4n3)C(=O)C2=CN1C(CO)CO (centres undefined)	·	-0.2	0.0	2	0.38	-11	25	-9	0
C#CCNC(=O)C1=C[C@H](c2cn(C(C)=O)c3ccccc23)[C@@H](CCCO)[C@H](OCC)O1	0.2	0.3	0.2	3	0.13	4	·	7	-8
CSc1nc2ccccc2c(=O)n1C1CCOC(C)(C)C1 (centres undefined)	0.2	1.4	-0.2	-3	-0.37	-5	-16	·	-3
O=C(CSCc1cc(=O)[nH][nH]1)Nc1ccc(F)cc1	2.7	0.3	0.2	0	-0.42	6	-2	-35	2
Cc1cc(C)c2c(=O)[nH]c(SCC(=O)c3ccc(C(C)C)cc3)nc2n1	1.3	0.6	0.3	-5	0.032	20	-6	0	-1
Cc1cccc(C)c1NS(=O)(=O)c1ccc2c(c1)C(=O)c1ccccc1C2=O	0.9	0.9	1.2	3	0.49	-13	-7	-3	-4
CCCCCC(=O)NC(=S)NC1C2CC3CC(C2)CC1C3 (centres undefined)	1.1	1.0	-2.4	-2	-0.43	35	-2	·	-10
CCOC(=O)c1c(NC(=O)c2ccc(N3C(=O)C4C5C=CC(C5)C4C3=O)cc2)sc2c1CCCC2 (centres undefined)	0.6	10.0	3.5	3	·	-191	-14	3	-3
CCN(CCCNC(=O)C1CCN(S(=O)(=O)c2cnc[nH]2)CC1)c1ccccc1	-0.7	0.0	-0.5	-5[fluorescence artefact?]	0.57	-1	8	-3	-11
O=S(=O)(/N=C(/Nc1ccccc1)c1ccccc1)c1cccs1	0.0	0.2	-2.1	6[fluorescence artefact?]	-0.089	4	-9	5	8
CCc1cc2c(=O)nc3n(c2s1)Cc1ccccc1/C3=C(/O)c1ccc(F)cc1	0.6	-0.8	-1.1	-7[fluorescence artefact?]	0.19	-5	-22	·	-11
COc1ccccc1-c1nc2ccccc2c(=O)n1NC(=O)c1cccs1	0.7	·	0.5	4[fluorescence artefact?]	-0.55	-7	5	12	-3
Cc1cccc(-n2nnc(C(=O)NCc3ccco3)c2N)c1	-0.8	-0.2	1.2	-1	-0.023	31	-5	-7	0
O=C(CNC(=O)c1ccco1)N=Nc1c(O)n(CCc2ccccc2)c2ccccc12	-1.2	-0.7	-19	1	4.1	3	-2	·	-3
O=C(CCn1c(=O)oc2ccccc21)NC1=NCCS1	0.2	0.0	-0.9	2	-0.12	14	·	1	-4
CN(Cc1ccccc1)c1ccc(C(=O)O)cc1[N+](=O)[O-]	0.9	0.0	2.1	-2	-2	0	-8	1	-12
O=C(NC1CC1)c1c[nH]c2ccc(S(=O)(=O)Nc3cccc(C(F)(F)F)c3)cc2c1=O	0.5	0.2	-1.8	0	0.53	-13	-16	2	2
Cc1[nH]c(=O)[nH]c(=O)c1S(=O)(=O)Nc1ccc(Oc2ccccc2)cc1	0.2	-0.2	-0.8	0	-2.4	-20	-2	-2	-23
Cc1nn(CCCC(=O)Nc2sc3c(c2C#N)CCC3)c(C)c1[N+](=O)[O-]	-1.5	0.0	-3.0	-9	·	-10	3	-4	-12
CCCN(CCC)CCNC(=O)C1CCCN(S(=O)(=O)c2ccc3c(c2)oc(=O)n3C)C1 (centres undefined)	0.7	0.1	1.4	6[fluorescence artefact?]	1.4	-20	-1	1	-22
COC(=O)c1ccccc1NC(=O)CN1CCC(n2nnc3cc(C(F)(F)F)ccc32)CC1	-0.9	1.6	2.0	-9	-0.29	-79	-21	·	-6
Cc1cc2ncn(C(=O)c3c(-c4c(Cl)cccc4Cl)noc3C)c2cc1C	-0.1	1.2	-2.0	9[fluorescence artefact?]	·	28	-13	6	3

Some values from the results shown:
COC(=O)c1ccccc1NC(=O)CN1CCC(n2nnc3cc(C(F)(F)F)ccc32)CC1 @ Calpain2 inh: -79
Cc1nn(CCCC(=O)Nc2sc3c(c2C#N)CCC3)c(C)c1[N+](=O)[O-] @ zVAD death inh: 0.0
